Lipid storage S3 = qHTS Assay for Lipid Storage Modulators in Drosophila S3 Cells; Drosophila S3 cells, BODIPY lipid droplet fluorescence, 18-24 h; cells fed with added oleic acid; Potency in µM for hits, for the others lipid storage change, negative = inhibition, % at the top dose, mostly 46.1 µM; 320,000 tested, 0.64% active; active = well fitted inhibition curve with a large enough effect in the signal ratio, with a control signal flat, not every such curve was filed as active; inconclusive = small, poorly fitted or top-dose-only effect, or effect the other way, or a change in a side signal; the % refers to the signal ratio
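Drosophila S3 cells got compounds at several concentrations plus oleic acid (400 uM solution). Laser-scanning cytometry with 488 nm excitation read lipid droplets at 500-530 nm and cells at 575-640 nm. Percent activity was relative to 20 uM Triacsin C.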
Lipid storage S3 cell count max = recorded beside Lipid storage S3, whose call it bears; cell number change, %; measured here: cell count max response;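 cells counted by Cell Tracker Red CMTPX staining in the red channel; peak over a dose series mostly up to 46.1 µM; percent activity relative to internal control wells on each plate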
Active calls of the source: *. % is scaled to controls: 0 for no effect and ±100 for the full control effect; potency is read from the fitted curve at half-maximal effect. This is a subset, so the mix of outcomes need not match the whole.

Screening CCN1CCCC1CNC(=O)c1cc([N+](=O)[O-])c(N(C)C)cc1OC (stereo unspecified) returned Lipid storage S3 16% and Lipid storage S3 cell count max 3.
For Cc1ccc(C)c(N2CCN(S(=O)(=O)c3c(C(=O)N4CCCCC4)c(C)n(C)c3C)CC2)c1 the results were Lipid storage S3 inconclusive.
For CCc1ccc(NC(=O)NC(C)c2ccc3c(c2)OCO3)cc1 (stereo unspecified) the results were Lipid storage S3 -12% and Lipid storage S3 cell count max -4.
`COc1cccc2cc(C(=O)NCc3ccc(C)cc3)c(=N)oc12` gave Lipid storage S3 inactive.
Screening COc1ccc(NC(=O)c2ccc3c(c2)C(=O)N(CC2CCCO2)C3=O)c(OC)c1 (stereo unspecified) returned Lipid storage S3 inconclusive.
Cc1nc2ccccn2c1-c1ccnc(SCc2ccc(Cl)cc2)n1 was read as Lipid storage S3 inconclusive.
Screening Cc1ccc(NC(=O)CNc2ccc(OC(C)C)cc2)cc1 returned Lipid storage S3 inactive.
`COC(=O)c1ccc(NC(=S)NC2c3ccccc3CC2O)cc1` (stereo unspecified) gave Lipid storage S3 -13% and Lipid storage S3 cell count max -10.
Screening CCN(CC)CCN(Cc1cc2cc3c(cc2[nH]c1=O)OCCO3)C(=S)NCC1CCCO1 (stereo unspecified) returned Lipid storage S3 3% and Lipid storage S3 cell count max -11.
Screening COc1ccc(N2C(=O)c3ccccc3NC2c2ccccc2O)cc1 (stereo unspecified) returned Lipid storage S3 inconclusive.
For COc1cc(OC)nc(Oc2ccccc2C(=O)Oc2ccc(F)cc2Cl)n1 the results were Lipid storage S3 0% and Lipid storage S3 cell count max 0.
`O=[N+]([O-])c1ccc2c(c1)OCCOCCOCCOCCOCCOCCO2` gave Lipid storage S3 inconclusive.
Screening O=C(CN1C(=O)C2C3CCC(C3)C2C1=O)Oc1ccc2ccccc2c1 (stereo unspecified) returned Lipid storage S3 0% and Lipid storage S3 cell count max 2.
`COc1cc(C)c(NC(=O)c2cc(C3CC3)nc3c2cnn3C(C)C)cc1OC` gave Lipid storage S3 inconclusive.
For CCCSC1=C(C#N)C(c2ccccc2C)CC(=O)N1 (stereo unspecified) the results were Lipid storage S3 8% and Lipid storage S3 cell count max 6.
CCC(=O)N1CCN=C1SCc1cccc(C(F)(F)F)c1 was read as Lipid storage S3 inconclusive.
`O=S(=O)(c1ccc(F)cc1)N1CC=C(c2ccccc2)CC1` gave Lipid storage S3 2% and Lipid storage S3 cell count max 14.
Screening Cn1cc(CN2CCN(c3ncccn3)CC2)c(-c2cccc(Cl)c2)n1 returned Lipid storage S3 6% and Lipid storage S3 cell count max 13.
`Cc1cccc(N2CCN(C(=O)/C=C/c3cccs3)CC2)c1C` gave Lipid storage S3 inconclusive.
Screening CC(C)(C)n1nc2c(c1NC(=O)Cc1cccs1)CSC2 returned Lipid storage S3 inconclusive.
Cc1cccc(-c2noc(CCCC(=O)N3CCOCC3)n2)c1 was read as Lipid storage S3 inactive.
CC(C)OC(=O)CSc1ncnc2c1cnn2Cc1ccccc1 was read as Lipid storage S3 inconclusive.
Screening COc1ccc(NC(=O)c2ccccc2C)c(OC)c1 returned Lipid storage S3 inconclusive.
Screening COC(=O)c1c(N2C(=O)[C@H]3[C@@H](C2=O)[C@]2(C(=O)Nc4c(C)cccc42)N2CCC[C@@H]32)sc(C)c1C returned Lipid storage S3 inconclusive.
Screening CC(=O)Nc1ccc2sccc2c1 returned Lipid storage S3 inconclusive.
O=c1[nH]nc(SCc2ccccc2Cl)n1-c1ccc2c(c1)OCCO2 was read as Lipid storage S3 0% and Lipid storage S3 cell count max 9.
Cc1cc(C(=O)COC(=O)Cn2cnc3c2c(=O)n(C)c(=O)n3C)c(C)n1C was read as Lipid storage S3 inconclusive.
CCOC(=O)C(C)Sc1ncnc2c1nnn2-c1ccc(F)cc1 (stereo unspecified) was read as Lipid storage S3 inconclusive.
For O=C(CCCn1c(=S)[nH]c2ccccc2c1=O)N1CCCCC1 the results were Lipid storage S3 inconclusive.
For O=C(CSc1nc(O)cc(=O)[nH]1)N1c2ccccc2Sc2ccccc21 the results were Lipid storage S3 inconclusive.

Nothing new here: entries from further up.
CCC(=O)N1CCN=C1SCc1cccc(C(F)(F)F)c1 was read as Lipid storage S3 inconclusive.
`O=S(=O)(c1ccc(F)cc1)N1CC=C(c2ccccc2)CC1` gave Lipid storage S3 2% and Lipid storage S3 cell count max 14.
Screening Cn1cc(CN2CCN(c3ncccn3)CC2)c(-c2cccc(Cl)c2)n1 returned Lipid storage S3 6% and Lipid storage S3 cell count max 13.
`Cc1cccc(N2CCN(C(=O)/C=C/c3cccs3)CC2)c1C` gave Lipid storage S3 inconclusive.
Screening CC(C)(C)n1nc2c(c1NC(=O)Cc1cccs1)CSC2 returned Lipid storage S3 inconclusive.
Cc1cccc(-c2noc(CCCC(=O)N3CCOCC3)n2)c1 was read as Lipid storage S3 inactive.

Back to the main list, starting two compounds before the break.
For O=C(CCCn1c(=S)[nH]c2ccccc2c1=O)N1CCCCC1 the results were Lipid storage S3 inconclusive.
For O=C(CSc1nc(O)cc(=O)[nH]1)N1c2ccccc2Sc2ccccc21 the results were Lipid storage S3 inconclusive.
Screening CC(C#N)N1CCN(S(=O)(=O)c2ccc3c(c2)CCC3)CC1 (stereo unspecified) returned Lipid storage S3 inconclusive.
COc1ccc(CNC(=O)CN2CCC(NC(=O)c3ccc(OC)cc3)CC2)cc1 was read as Lipid storage S3 inconclusive.
For CCCSc1nc2cc(S(=O)(=O)N3CCOCC3)ccc2n1CC the results were Lipid storage S3 inconclusive.
Cc1cccc(NC(=O)CCC(=O)Nc2nnc(C3CCCCC3)s2)c1 was read as Lipid storage S3 inactive and Lipid storage S3 cell count max 19.
`O=C(Cc1ccc(Cl)cc1)Nc1ccccc1CO` gave Lipid storage S3 15% and Lipid storage S3 cell count max 25.
For O=C(O)CP(=O)(O)O the results were Lipid storage S3 -8% and Lipid storage S3 cell count max 13.
For CCOC(=O)C1=C(O)C(=O)N(c2ccc(S(N)(=O)=O)cc2)C1c1cccc([N+](=O)[O-])c1 (stereo unspecified) the results were Lipid storage S3 inconclusive.
`CC(C)(C)c1ccc(OCC(=O)Nc2ccc(C(=O)Nc3ccccc3C(=O)O)cc2)cc1` gave Lipid storage S3 11% and Lipid storage S3 cell count max 13.
`Cc1ccccc1C(=O)Nc1ccnn1C1CCN(CCCc2ccccc2)CC1` gave Lipid storage S3 inactive and Lipid storage S3 cell count max 11.
Screening Cc1nc(N2CCOCC2)nc(N2CCCC2)c1[N+](=O)[O-] returned Lipid storage S3 inconclusive.
Screening Nc1nc(CCl)nc(Nc2cccc3ccccc23)n1 returned Lipid storage S3 10% and Lipid storage S3 cell count max -19.
`COc1ccc(-c2csc(N3CCC(c4ccccc4)C3)n2)cc1` (stereo unspecified) gave Lipid storage S3 9% and Lipid storage S3 cell count max -13.
Cc1cc(NC(=O)c2ccc3nc(-c4ccccc4)c(-c4ccccc4)nc3c2)no1 was read as Lipid storage S3 inactive.
For C/C(Cn1nnc2ccccc21)=N\OC(=O)c1cc(F)c(F)cc1Cl the results were Lipid storage S3 10% and Lipid storage S3 cell count max 7.
`CCN(C(=O)Cc1c(C(=O)O)n(C)c2ccccc12)c1cccc(C)c1` gave Lipid storage S3 inconclusive.
Screening O=C(Nc1ccc(Oc2ncnc3cc(Cl)ccc23)nc1)c1ccc(F)cc1 returned Lipid storage S3 13% and Lipid storage S3 cell count max 7.
`COc1ccc(-c2cc(C(=O)Nc3nc4c(C)cccc4s3)c3ccccc3n2)cc1OC` gave Lipid storage S3 -1% and Lipid storage S3 cell count max -5.
`O=C(Nc1cccc(Cl)c1)c1cc(F)cc2c1OCOC2` gave Lipid storage S3 inconclusive.
Screening CCN(CC)CCn1c2c(c(SCC(=O)Nc3cc(C)on3)nc1=O)CCCC2 returned Lipid storage S3 inconclusive.
CC(=O)Nc1ccc(S(=O)(=O)Oc2ccccc2N2C(=O)C3C4CCC(C4)C3C2=O)cc1 (stereo unspecified) was read as Lipid storage S3 -5% and Lipid storage S3 cell count max -11.
NNC(=O)c1cccn(Cc2ccc(Cl)cc2Cl)c1=O was read as Lipid storage S3 11% and Lipid storage S3 cell count max 7.
For Cc1noc(C)c1C(=O)N1CCN(Cc2ccccc2)CC1 the results were Lipid storage S3 inconclusive.
CCN(CC)S(=O)(=O)c1ccc2[nH]cc(C(=O)NCCN3CCCCCC3)c(=O)c2c1 was read as Lipid storage S3 inconclusive.
For O=C(CN(Cc1ccco1)C(=O)c1cc(=O)[nH]c2ccccc12)Nc1ccccc1Br the results were Lipid storage S3 7% and Lipid storage S3 cell count max 9.
CCOC(=O)C1(Cc2ccccc2Cl)CCN(S(=O)(=O)N(C)C)CC1 was read as Lipid storage S3 -21% and Lipid storage S3 cell count max -8.
CCNC(=O)C1CCN(S(=O)(=O)c2ccc(F)cc2)CC1 was read as Lipid storage S3 -5% and Lipid storage S3 cell count max -9.
COc1ccc(CCNC(=O)COC(=O)COc2ccc(C#N)cc2)cc1 was read as Lipid storage S3 inconclusive.
Screening CCC(NC(=O)Cc1c(C)c2ccc(OC)c(C)c2oc1=O)C(=O)NC(Cc1ccc(Cl)cc1)C(=O)O (stereo unspecified) returned Lipid storage S3 -14% and Lipid storage S3 cell count max 14.
`COc1ccccc1OCC(=O)N1CCN(S(=O)(=O)c2ccc(Cl)cc2)CC1` gave Lipid storage S3 inconclusive.
Screening Nc1c(C(=O)N/N=C/c2ccc(Cl)cc2)cnn1-c1ccccc1 returned Lipid storage S3 8% and Lipid storage S3 cell count max 18.
Screening O=C(NNC(=O)c1cc(-c2ccncc2)nc2ccccc12)c1ccccc1F returned Lipid storage S3 inconclusive.
`CCOC(=O)c1c(-c2ccccc2)oc2ccc(O)c(CN3CCN(C)CC3)c12` gave Lipid storage S3 29% and Lipid storage S3 cell count max 10.
`O=C(CCCCCN1C(=O)c2ccccc2C1=O)Nc1ccc(S(=O)(=O)N2CCCCC2)cc1` gave Lipid storage S3 inconclusive.
`O=C(O[C@@H]1OC2COC(=O)c3cc(O)c(O)c(O)c3-c3c(cc(O)c(O)c3O)C(=O)O[C@@H]([C@H]1O)[C@@H]2O)c1cc(O)c(O)c(O)c1` gave Lipid storage S3 inactive and Lipid storage S3 cell count max 1.
`CCCCN(C)C(=O)c1ccc(CS(=O)(=O)c2ccccc2C)o1` gave Lipid storage S3 1% and Lipid storage S3 cell count max -8.
`CSc1nc2ccccc2cc1/C=C(\C#N)c1cccc(Cl)c1` gave Lipid storage S3 inconclusive.
Cc1ccc(S(=O)(=O)N2CCCCC2)cc1NC(=O)CNC(C)c1ccc(Cl)c(Cl)c1 (stereo unspecified) was read as Lipid storage S3 inconclusive.
For Fc1ccc(-c2nc3nc4ccccc4nc3n2Cc2ccco2)cc1 the results were Lipid storage S3 inconclusive.
Screening CC1(C)CC(=O)C(N=Nc2cccnc2)=C(O)C1 returned Lipid storage S3 -9% and Lipid storage S3 cell count max -3.
`CC(=O)c1cc2c(cc1NC(=O)CSc1nnc(C)s1)OCO2` gave Lipid storage S3 inconclusive.
Cc1ccc(S(=O)(=O)N(CC(=O)NCCSc2ccccn2)c2ccccc2F)cc1 was read as Lipid storage S3 inconclusive.
O=C(Cc1ncc(C(F)(F)F)cc1Cl)N1CCN(c2ccc(F)cc2)CC1 was read as Lipid storage S3 -23%.
For CCOC(=O)N1CCN(CCC(=O)Nc2ccc(OC(F)(F)F)cc2)CC1 the results were Lipid storage S3 0% and Lipid storage S3 cell count max -14.
For Cc1ccc2c(cnn2C(=O)CCCC(=O)NCc2cccc(F)c2)c1 the results were Lipid storage S3 4% and Lipid storage S3 cell count max -13.
`Cc1ccc2nsnc2c1NC(=O)Cc1ccc(Cl)cc1` gave Lipid storage S3 inconclusive.

Two records picked at random from those above:
Cc1ccc(S(=O)(=O)N(CC(=O)NCCSc2ccccn2)c2ccccc2F)cc1 was read as Lipid storage S3 inconclusive.
`CCCCN(C)C(=O)c1ccc(CS(=O)(=O)c2ccccc2C)o1` gave Lipid storage S3 1% and Lipid storage S3 cell count max -8.

(continued)
`O=C(CNC(=O)Cc1ccccc1)NCC(=O)OCC(=O)c1ccc(Cl)cc1` gave Lipid storage S3 -1% and Lipid storage S3 cell count max -18.
Screening COc1ccc(C2CC(c3ccccc3)=NN2C(=O)c2cccs2)cc1 (stereo unspecified) returned Lipid storage S3 inconclusive.
Screening c1ccc2c(CCNc3ncnc4nc[nH]c34)cccc2c1 returned Lipid storage S3 inconclusive.
CNc1snc(C)c1C(=O)OCC(=O)N(C)Cc1ccccc1 was read as Lipid storage S3 15µM* and Lipid storage S3 cell count max -17*.
O=S1(=O)N=C(N(CCO)/N=C/c2ccc(Cl)cc2)c2ccccc21 was read as Lipid storage S3 -1% and Lipid storage S3 cell count max -10.
`CCCNC(=O)OC[C@H]1O[C@H](CCO/N=C/C[C@@H]2C=C[C@H](OC(C)=O)[C@@H](COC(C)=O)O2)C=C[C@@H]1Oc1ccc(OC)cc1` gave Lipid storage S3 inconclusive.
CCC(=O)NC(Nc1cc(C)cc(C)n1)(C(F)(F)F)C(F)(F)F was read as Lipid storage S3 0% and Lipid storage S3 cell count max 11.
CC(=O)Oc1ccc(-c2ccc(C(=O)Nc3cccc(S(=O)(=O)N4CCOCC4)c3)cc2)cc1 was read as Lipid storage S3 inconclusive.
CC(C)C(c1nnnn1C1CCCC1)N1CCN(c2ccccc2F)CC1 (stereo unspecified) was read as Lipid storage S3 inconclusive.
Cc1nc2cc(C(F)(F)F)ccc2n1CCNc1nc(-c2ccc(F)cc2)cs1 was read as Lipid storage S3 inconclusive.
Screening CCOC(=O)CSc1nnc(-c2ccc([N+](=O)[O-])cc2)o1 returned Lipid storage S3 inconclusive.
